Screens from PubChem.
TR SRC2 fluor cs – counter-screen for TRb-SRC2 inhibitors: fluorescence interference; AID 1479; TRb/SRC2 Texas Red total fluorescence interference; Potency, µM (doses to about 106 µM), without a hit: at the top dose fluorescence change, negative = quenching; 280,000 compounds, 0.29% hits; active = well fitted curve in either direction with a large enough effect; inconclusive = small, poorly fitted or top-dose-only effect; also: % is scaled to controls: 0 for no effect and ±100 for the full control effect
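Human TRβ ligand-binding domain (0.6 uM) and Texas Red SRC2 peptide (20 nM) in Tris buffer with 1 uM T3 and 5% DMSO were incubated with pinned compound for 5 hr at ambient temperature. Total fluorescence was computed as S + 2P (555/632 nm).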
RECQ1 inh – RECQ1 (human) helicase inhibition; P46063; RECQ1 DNA unwinding, red fluorescence kinetic read; Potency, µM (top dose mostly 57.3 µM), without a hit: at the top dose activity, negative = inhibition, hits mostly inhibitors; 240,000 compounds, 0.54% hits; AID 2549;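 also: plate controls were vehicle for no effect and no enzyme for full effect; nearly all actives have a fitted effect of over 30% in size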
Target sequence (P46063 whole entry, looked up): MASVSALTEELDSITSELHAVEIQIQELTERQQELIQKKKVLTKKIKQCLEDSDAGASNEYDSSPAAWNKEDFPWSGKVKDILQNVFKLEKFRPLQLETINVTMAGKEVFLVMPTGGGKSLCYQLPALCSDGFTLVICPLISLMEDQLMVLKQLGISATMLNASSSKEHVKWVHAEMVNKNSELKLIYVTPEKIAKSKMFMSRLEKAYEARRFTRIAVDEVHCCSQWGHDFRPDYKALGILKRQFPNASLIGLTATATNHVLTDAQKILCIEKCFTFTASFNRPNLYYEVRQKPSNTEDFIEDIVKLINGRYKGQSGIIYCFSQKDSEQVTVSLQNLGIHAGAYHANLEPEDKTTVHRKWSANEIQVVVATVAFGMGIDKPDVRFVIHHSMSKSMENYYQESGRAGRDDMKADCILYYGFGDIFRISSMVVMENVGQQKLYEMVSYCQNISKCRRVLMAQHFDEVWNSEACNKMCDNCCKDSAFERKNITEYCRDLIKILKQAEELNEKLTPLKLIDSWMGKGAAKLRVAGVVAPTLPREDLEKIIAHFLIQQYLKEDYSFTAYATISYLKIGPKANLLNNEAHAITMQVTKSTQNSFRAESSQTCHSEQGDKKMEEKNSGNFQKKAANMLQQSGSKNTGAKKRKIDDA
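RECQ1T1 50 nM; forked duplex (20 bp + 30-nt ss tails) 200 nM, ATP 2 mM final; pH 8.0, 2 mM MgCl2, 2.5 ug/ml poly(dI-dC); 15 min compound preincubation; discontinuous kinetic read over 2 h at RT.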
SMN2 splice enh – SMN2 splice variant enhancement; Potency, µM (series often up to 46.1 µM), for the others: at the highest dose activity change, positive = activation, most hits filed as activators; HEK293 SMN2-luciferase splicing reporter, luminescence, 30-36 h; 210,000 compounds, 2.8% hits; AID 1458; also: % of control where 0% means no effect; nearly all actives have a fitted effect of over 55% in size
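HEK293 cells carry an SMN2 minigene-luciferase reporter in which exon 7 inclusion puts luciferase in frame. Cells were seeded at 2000 cells/well, attached for 10-12 hours, then exposed to compounds for 30-36 hours at 37C before ONE-Glo luminescence.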
LMNA splice mod – LMNA splicing modulation | HeLa LMNA splicing GFP/RFP minigene ratio, 48 h | Potency, µM (highest dose often 46.1 µM), inactives show at the highest dose ratio change, negative = inhibition, actives largely listed as inhibitors | 200,000 compounds, 0.01% hits; active = well fitted inhibition curve with a large enough effect in the signal ratio, with a control signal flat, not every such curve was filed as active; inconclusive = small, poorly fitted or top-dose-only effect, or effect the other way, or a change in a side signal; the % refers to the signal ratio; also: % is scaled to controls: 0 for no effect and ±100 for the full control effect
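Read-out is the ratio of GFP to DsRed2 object intensity, acquired by 488 nm laser-scanning cytometry on HeLa lamin A-EGFP minigene reporter cells. Compound incubation 48 hrs at 37 °C in Opti-MEM with 2% FBS; DMSO 0.5% final.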
TRb-SRC2 inh – inhibitors of human thyroid hormone receptor beta-SRC2 interaction; Potency, µM (top dose mostly 106 µM), inactives show at the top dose activity change, negative = inhibition, usual class: inhibitors; AID 1469; TRbeta-SRC2 peptide binding, fluorescence polarization; receptor liganded with 1 µM T3; P10828; 280,000 compounds, 0.065% hits;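 also: plate controls were bound peptide for no effect and peptide without receptor for full effect; nearly all actives have a fitted effect of over 50% in size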
Target sequence (P10828 whole entry, looked up): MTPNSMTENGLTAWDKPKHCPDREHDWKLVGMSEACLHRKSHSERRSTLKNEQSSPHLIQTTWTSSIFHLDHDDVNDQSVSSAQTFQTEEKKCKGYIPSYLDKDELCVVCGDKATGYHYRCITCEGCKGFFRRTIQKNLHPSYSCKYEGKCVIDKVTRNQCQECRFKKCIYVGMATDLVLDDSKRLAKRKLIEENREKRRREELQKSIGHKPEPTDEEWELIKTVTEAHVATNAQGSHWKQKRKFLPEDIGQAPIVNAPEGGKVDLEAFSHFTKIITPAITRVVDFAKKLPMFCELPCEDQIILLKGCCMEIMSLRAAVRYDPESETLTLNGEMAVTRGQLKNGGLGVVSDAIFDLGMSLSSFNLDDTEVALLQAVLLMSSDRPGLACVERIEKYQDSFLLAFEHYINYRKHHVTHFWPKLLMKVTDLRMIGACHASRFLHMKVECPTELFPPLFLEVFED
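Fluorescence polarization of 20 nM Texas Red SRC2 peptide (20-aa NR interaction domain) bound to 0.6 uM human TRb ligand-binding domain, with 1 uM T3, after 5 hr at ambient temperature; inhibition seen as decreased polarization.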
GoLoco inh red – blocks human Gai1 binding to RGS12 GoLoco peptide, red readout; 230,000 compounds, 0.44% hits; Potency, µM (top dose mostly 61.6 µM), without a hit: at the top dose activity, negative = inhibition, most hits filed as inhibitors; Gai1:RGS12 GoLoco peptide FP, rhodamine, 10 min; AID 880; P63096; active = well fitted inhibition curve with a large enough effect, not every such curve was filed as active; inactive = no such curve, though single readings can be large or run the other way; also: % is scaled to controls: 0 for no effect and ±100 for the full control effect; nearly all actives have a fitted effect of over 30% in size; many of its hits are not listed in these tables
KDM4E inh – inhibitors of human JMJD2E histone demethylase; B2RXH2; JMJD2E catalytic domain, FDH-coupled NADH fluorescence (FDH is formaldehyde dehydrogenase); Potency, µM (doses to about 57.1 µM), without a hit: top-dose activity change, negative = inhibition, most hits filed as inhibitors; 230,000 compounds, 1.6% hits; active = well fitted inhibition curve with a large enough effect, not every such curve was filed as active; inconclusive = small, poorly fitted or top-dose-only effect, or another doubt; inactive = no such curve, though single readings can be large or run the other way;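 also: 0% = wells with enzyme and -100% = buffer wells without enzyme; nearly all actives have a fitted effect of over 50% in size; many of its hits are not listed in these tables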
ALDH1A1 inh – blocks purified human ALDH1A1 activity. Potency, µM (series often up to 75.3 µM), for inactives: top-dose activity, negative = inhibition, actives largely listed as inhibitors. AID 1030. Purified ALDH1A1, NADH fluorescence, propionaldehyde substrate. 220,000 compounds, 7.3% hits. P00352; active = well fitted inhibition curve with a large enough effect, not every such curve was filed as active; inconclusive = small, poorly fitted or top-dose-only effect, or another doubt; inactive = no such curve, though single readings can be large or run the other way;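 also: plate controls were no enzyme wells and a reference inhibitor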
Active calls of the source: *; i = inactive; u = inconclusive; x = not tested or not shown; [ ] = another dose, or the depositor's remark. Unless noted, calls follow the shape of the dose curve; as a rule, active = well fitted curve in the direction sought with a large enough effect; inconclusive = small, poorly fitted or top-dose-only effect, or another doubt; inactive = no such curve, though single readings can be large; an effect the other way counts as inactive or inconclusive. Potency is read from the fitted curve at half-maximal effect. Only part of the results is shown; count on the stated rates, not on these rows.

SMILES	TR SRC2 fluor cs	RECQ1 inh	SMN2 splice enh	LMNA splice mod	TRb-SRC2 inh	GoLoco inh red	KDM4E inh	ALDH1A1 inh
COc1ccc(/C=N/NC(=O)c2cccc(OC(F)(F)C(F)F)c2)c(OC)c1OC	-1%	-1%	-7%	9%	-2%	-11%	2%	3%
O=C(c1cccc(N2CCCC2=O)c1)N1CCOCC1	1%	4%	3%	4%	1%	0%	2%	11%
CCN1C(C)=C(C(=O)OC)C(c2ccccc2)N2C(=O)[C@](O)(C(=O)OC)C(c3ccccc3)C(C(=O)c3ccccc3)=C12 (stereo partly drawn)	u	i[11.5 µM]	x	x	-1%[11.2 µM]	x	x	3%[13.5 µM]
Cc1ccc(NC(=O)c2ccc(OC(=O)c3cc4ccccc4o3)cc2)cc1	-1%	-3%	10µM*	-7%	5%	1%	10%	6%
Cc1ccc(Nc2nnc(SCC(=O)NC3CCCc4ccccc43)s2)cc1 (stereo not drawn)	-4%	-7%	-35%[inhibitor]	-17%	-3%	-2%	-1%	2%
Clc1cc2nc[nH]c2cc1Cl	-5%	-1%	x	x	-5%	10%	-3%	x
Cc1cc([N+](=O)[O-])nn1CCCC(=O)Nc1cc(Cl)ccc1Cl	-4%	i	-20%	23%[46 µM]	3%	2%	4%	2%
CCN1CCN(Cc2ccc(OCc3ccccc3)c(OC)c2)CC1	-2%	i	14%	-9%	-1%	6%	-6%	8%
Cc1nn(C)c(C(=O)Nc2cccc(CN3CCOCC3)c2)c1Br	-5%	-15%	-16%	u	3%	8%	3%	-4%
CN(C)C(C)(C)C#CC(O)(c1ccccc1)c1ccccc1	0%	-5%	x	u	-1%	3%	14%	14%
CCOC(=O)N1CCN(C(c2cccc(OC)c2)c2sc3nc(C)nn3c2O)CC1 (stereo not drawn)	-6%	0%	-2%	9%	3%	4%	15%	0%
Cc1cc(C)n(-c2ccc3nnc(C)n3n2)n1	1%	8%	x	x	-4%	-4%	u	x
CS(=O)(=O)N(Cc1ccccc1)c1ccc(C(=O)NCCSCc2ccco2)cc1	1%	7%	14%	-10%	4%	4%	-13%	u
CCOc1ccc(OCC)c(NC(=O)CCCN2C(=O)c3cccnc3C2=O)c1	1%	-4%	0%	-16%	-3%	7%	5%	4%
Cc1ccccc1NC(=O)Cn1c(CCC(=O)O)ccc1-c1cccs1	-2%	i	2%	-14%[46 µM]	7%	2%	u	u
CC(C)OP(=O)(OC(C)C)C1(O)C(=O)Nc2ccccc21 (stereo not drawn)	-1%	-10%	-5%	2%[0.0737 µM]	-5%	8%	2%	-4%
Cc1c(N/C=C/C(=O)c2ccc(Cl)cc2)c(=O)n(-c2ccccc2)n1C	-2%	-10%	u	17%	2%	11%	-5%	-13%
CCCn1c(SC2C(=O)CC(C)(C)CC2=O)nc2c1c(=O)n(C)c(=O)n2C	2%	i	-8%	1%	-1%	5%	1%	-6%
Cc1noc(C)c1C(=O)N1CCC2(CCCN(Cc3ccc(C#N)cc3)C2)CC1	x	-5%	-18%	x	x	3%	x	5%
N#Cc1ncc(C(F)(F)F)cc1Oc1cccnc1	-2%	4%	26%	x	0%	33%[activator]	-17%	11%
O=C(CN1c2cccc3cccc(c23)S1(=O)=O)Nc1ccccc1	-2%	-2%	-23%	-19%[46 µM]	8%	26%	u	u
CN1CCN(c2ccc(NC(=O)c3ccc4c(c3)[nH]c(=O)n4Cc3ccc(F)cc3)cc2)CC1	1%	-14%	-15%	-16%	-3%	16%	-1%	-9%
CC(=O)OC[C@H]1O[C@H](C/C=N/O[C@@H](C)c2cn([C@H](CO)Cc3ccccc3)nn2)C=C[C@@H]1OC(C)=O	-1%	-6%	-5%	4%	0%	5%	7%	3%
CN(C)CCCNC(=S)Nc1ccc(Oc2ccccc2)cc1	-1%	3%	-50%[inhibitor]	-11%[46 µM]	-5%	-2%	2%	-1%
O=C(CCCn1c(SCC(=O)c2ccc(F)cc2)nc2ccccc2c1=O)NCc1ccccc1	3%	-9%	-19%	20%	-2%	7%	4%	6%
CN(C1CCCCC1)S(=O)(=O)c1ccc2[nH]c(=O)oc2c1	-3%	18%	x	x	-1%	5%	-3%	x
COc1cccc(C(=O)CSc2nnnn2C)c1	-2%	i	-1%	-1%	-12%	-8%	-1%	5%
C=CCN(CC=C)S(=O)(=O)c1ccc(C(=O)Nc2nnc(CSC)o2)cc1	-3%	-2%	-22%	u	3%	6%	u	11%
C/C(=N\NC(=O)c1nc2ccccn2c1C)c1ccc2c(c1)OCO2	-1%	-6%	u	-5%	1%	-6%	72%[activator]	u
C/C=C/c1ccc(OC(C)=O)c(OC)c1	-1%	-6%	-29%	-2%	3%	8%	0%	3%
Cc1ccc2c(c1)-c1c(cnn1CC(=O)Nc1ccccc1N1CCN(C)CC1)CO2	-2%	1%	-8%	-9%	1%	1%	4%	-7%
COc1ccc(O)c(/C=N/NC(=O)c2ccc(OCc3cccc(Br)c3)cc2)c1	-1%	-11%	-79%[inhibitor]	u	8%	1%	-27%	4%
COc1ccc2[nH]c(C)c(CCN3C(=O)C4C5C=CC(C5)C4C3=O)c2c1 (stereo not drawn)	-2%	-15%	-21%	17%	-1%	13%	1%	13µM*
Cc1ccc(C)c(/C=C(\C(=O)O)c2ccc(S(=O)(=O)N3CCCCC3)s2)c1	-1%	u	10%	-4%[46 µM]	0%	73%[activator]	-29%	u
CCN(CC)S(=O)(=O)c1ccc(C)c(NC(=S)Nc2cccc(S(=O)(=O)N3CCCCCC3)c2)c1	-1%	-8%	12%[1.84 µM]	u	5%	1%	7%	u
O=C(/C=C/c1ccco1)NC(=S)Nc1ccccc1N1CCOCC1	-2%	-19%	-5%	3%	-9%	6%	-3%	u
COc1ccc(NS(=O)(=O)c2cc(NC(=O)CCSc3ccccc3)ccc2OC)cc1	-1%	-6%	-10%	u	1%	-11%	-11%	-5%
CCOc1ccc(C(=O)NC(=S)Nc2cc(C)ccn2)cc1[N+](=O)[O-]	-3%	-14%	3%	8%	-2%	4%	0%	5%
Cc1ccc(-c2nc3[nH]c(=O)cc(NC(=O)c4cccs4)n3n2)cc1	-2%	-5%	x	x	-5%	27%	-13%	x
Cc1noc(C)c1CN1C(=O)NC(Cc2ccccc2)(Cc2ccccc2)C1=O	4%	-2%	10%	-5%	-3%	9%	-1%	-4%
COc1cc2c(cc1NC(=O)CSc1nnc(Cc3cccs3)n1C)oc1ccccc12	-4%	-7%	-29%	1%	-4%	0%	-3%	14µM*
COC(=O)C(OC(=O)c1ccc(OC)cc1)C(=O)OC	-2%	-4%	-6%	8%	-2%	-3%	-3%	12%
NC(=O)c1cc[n+](CC2=C(C(=O)[O-])N3C(=O)[C@@H](NC(=O)Cc4cccs4)[C@@H]3SC2)cc1	1%[53 µM]	-4%[25.9 µM]	-1%[20.6 µM]	u	5%[53 µM]	4%[21.6 µM]	13%[25.5 µM]	12%[20.9 µM]
COc1cccc(-c2nn(C)c3sc(C(=O)Nc4ccc5c(c4)OCCO5)cc23)c1	0%	9%	43%	u	2%	-4%	0%	x
CCOc1ccc(CN(Cc2ccco2)S(=O)(=O)c2ccc(-n3cnnn3)c(OC)c2)cc1	-5%	-12%	2%	u	2%	0%	-4%	u
O=C(O)CC1(CC(=O)Nc2ccccc2N2CCOCC2)CCCC1	-3%	i	x	x	3%	4%	-20%	2%
CCCC/C(=N\NC(=O)c1ccc(Br)o1)c1ccccc1	1%	-3%	-10%	3%	-2%	-17%	21%	-3%
Cc1cc(NCCCO)n2c(nc3ccccc32)c1C#N	-12%	-2%	-6%	1%	2%	1%	u	u
COc1cc(C(=O)N(C)c2nnc(-c3cccnc3)s2)cc(OC)c1OC	-4%	3%	20%	0%	-5%	3%	9%	2%
O=C(O)CCN1c2ccccc2Sc2ccccc21	-1%	-1%	x	u	5%	-1%	-24%	14%
CC(O)C(NS(=O)(=O)c1ccc(Cl)cc1)C(=O)OCC(=O)c1c[nH]c2ccccc12 (stereo not drawn)	-2%	i	-19%	u	4%	-5%	4%	1%
CNC(=O)Nc1cccc(-c2ccnc(C)n2)c1	2%	-2%	x	x	5%	5%	0%	x
CN(C)/C=N/c1c(C(=O)NCc2ccccc2)nnn1Cc1ccccc1	1%	i	0%	16%	7%	7%	-3%	2%
Cc1cc(C(=O)Nc2sc(C)c(-c3ccc(F)cc3)c2C(N)=O)no1	3%	-1%	13%	4%	-14%	5%	u	u
CCC(C)NS(=O)(=O)c1ccc(NC(=O)c2cccs2)cc1 (stereo not drawn)	1%	-7%	x	-12%[46 µM]	-9%	3%	-1%	10%
Nc1cccc2c1nnn2C1OC(CO)C(O)C(O)C1O (stereo not drawn)	0%	i	x	12%[46 µM]	9%	15%	u	-5%
Cc1c(C(=O)N/N=C/c2cccs2)nc2ccccn12	178µM*[quencher]	-7%	12%	-12%	-21%[53 µM]	-3%	-8%	7%
O=C(Nc1ccc2oc(Cc3ccc(Cl)cc3)nc2c1)c1cccnc1	1%	-2%	-5%	-10%	0%	13%	2%	0%
CCN(CC)C(=O)c1sc2nc(-c3ccccc3)ccc2c1N	1%	-14%	7.9µM*	x	0%	-3%	-4%	u
Cc1c(NC(=O)C2CCCN2S(=O)(=O)c2ccc(Cl)cc2)c(=O)n(-c2ccccc2)n1C (stereo not drawn)	0%	-6%	8%	-6%	-11%	-1%	-2%	4%
O=Cc1cc(N=Nc2ccccc2Cl)ccc1O	-15%	-4%	x	u	8%	14%	6%	u
COC(=O)c1cccc(COC(=O)CNC(=O)c2ccco2)c1	-2%	6%	-15%	-7%	-6%	-8%	3%	12%
COc1cnc(-c2ccccc2)nc1Oc1cccc(C)c1	-1%	-11%	-10%	-3%	-4%	2%	-2%	17%
